# PKA-R2B act = activators of PKA-R2B holoenzyme, primary screen, biochemical, fluorescence polarization, Cy5-IP20, human; cAMP-dependent protein kinase catalytic subunit beta (Homo sapiens) + cAMP-dependent …; PKA-R2B holoenzyme dissociation; R2B truncated from residue 108, S112A mutant; 0% DMSO only, 100% 113 µM cGMP; activation, % at 11.4 µM; 340,000 tested, 0.079% active;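 active = activation above a cutoff set at the mean over all compounds plus 3 SD, cut at about 18% in these data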;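 note: higher means more holoenzyme dissociation and a rise in polarization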
# Target sequence (P31323 whole entry, looked up, other chains not shown, the tested form may be a part): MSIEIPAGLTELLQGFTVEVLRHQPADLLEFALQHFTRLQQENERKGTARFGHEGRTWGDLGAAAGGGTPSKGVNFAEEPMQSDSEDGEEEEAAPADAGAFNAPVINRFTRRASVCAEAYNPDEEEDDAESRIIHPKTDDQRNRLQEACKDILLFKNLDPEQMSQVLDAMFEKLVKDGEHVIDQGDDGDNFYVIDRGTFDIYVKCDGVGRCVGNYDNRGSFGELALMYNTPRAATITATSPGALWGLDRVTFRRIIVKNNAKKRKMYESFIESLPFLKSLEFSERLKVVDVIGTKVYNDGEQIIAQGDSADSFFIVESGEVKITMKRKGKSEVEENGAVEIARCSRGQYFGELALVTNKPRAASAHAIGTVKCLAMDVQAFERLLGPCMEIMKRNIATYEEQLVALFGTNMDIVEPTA
# Arr AP2 block = inhibitors of beta-arrestin/AP2 binding, primary screen, biochemical, GPCR trafficking, flow cytometry; FITC-arrestin peptide / GST-AP2 beads; AP2 beta2 appendage carries R879A mutation; beta-arrestin 1 C-terminal peptide binding to AP2 beta2-adaptin appendage (human); 340,000 tested, 0.31% active; inhibition, % at 10 µM; AID 504490, 2011;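 active = inhibition above a set limit, near 3 SD of compounds lacking own fluorescence, cut at about 54% in these data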;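 note: plate controls were DMSO wells for no effect and 5 µM unlabelled arrestin peptide for full effect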
#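 System: GST-AP2 R879A glutathione beads | Also added: FITC-arrestin peptide, 50 nM | Times: 12 min plus 1 h, RT | Signal: Bead flow cytometry, FITC channel | Buffer or medium: PBS with 0.05% Tween 20 and 0.1% BSA | Read-out basis: Percent drop in bead-associated FITC signal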
# NSD2 inh = NSD2 histone methyltransferase inhibitors, primary screen, biochemical, AlphaScreen, single concentration, set 2 | Histone-lysine N-methyltransferase NSD2 (Homo sapiens), O96028 | NSD2 peptide methylation, 120 min | inhibition, % at 12.5 µM | 310,000 tested, 0.54% active; in the data active = inhibition above about 50%
# LANA DNA inh = inhibitors of KSHV C-LANA binding to DNA, primary screen, biochemical, fluorescence polarization, FAM-LBS DNA, MBP-C-LANA, single point | Kaposi's sarcoma herpesvirus LANA C-terminal domain (residues 932-1162) DNA binding | inhibition, % at 9 µM | 340,000 tested, 0.078% active;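 active = highest replicate inhibition at or above 60% at 9 µM, even if other replicates fall short; inactive = all replicates below 60% inhibition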;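 note: 0% = neutral control wells and 100% = 4 µM acridine orange control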
# PvdQ acylase = P. aeruginosa PvdQ acylase inhibitors, primary screen, biochemical, fluorescence, plate reader and imaging, single point; PvdQ acylase [Pseudomonas aeruginosa LESB58]; purified PvdQ acylase; inhibition, % at 10 µM; 340,000 tested, 0.063% active; AID 488965, 2010; in the data active = inhibition above about 30%, passing the limit was not always enough; inconclusive = no clear call, values can overlap the other calls;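 note: 0% = vehicle neutral wells and 100% = reference inhibitor wells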
# SR-BI DiI inh = inhibitors of SR-BI mediated HDL lipid uptake, primary screen, ldlA[mSR-BI] cells, fluorescence, single point; Scavenger receptor class B member 1 (Mus musculus), Q61009; ldlA[mSR-BI] CHO cells, DiI-HDL uptake fluorescence, 3 h; inhibition, % at 12.5 µM; 320,000 tested, 0.96% active; AID 488896, 2010;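 active = mean replicate inhibition of at least 70% and a set share of replicates each scoring 70 or more; inconclusive = meets just one of the two criteria; inactive = fails both criteria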;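 note: 0% = median of neutral control wells and 100% = median of positive control wells; values of inactives mirror those of a sister screen read the other way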
# Cardiac RTF inh = cardiac RTF calcium sensitivity inhibitors, primary screen, biochemical, IANBD-TnC fluorescence, EC70 calcium; Troponin I, cardiac muscle (Homo sapiens) + Troponin T, cardiac muscle (Homo sapiens) + …; IANBD-labeled cardiac RTF, Ca2+ fluorescence; inhibition, % at 7.15 µM; 340,000 tested, 0.12% active;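 active = inhibition above the mean inhibition of all tested compounds plus 3 SD, cut at about 17% in these data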;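 note: assay run at fixed EC70 calcium of 1.6 mM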
# SR-BI DiI-HDL act = activators of SR-BI mediated DiI-HDL uptake, primary screen, ldlA[mSR-BI] CHO cells, DiI fluorescence. AID 504775, 2011. 320,000 tested, 0.096% active. 3 h; 100 = double the neutral-control signal. activation, % at 12.5 µM;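 active = mean replicate activation of at least 60% and every replicate at or above 60%; inconclusive = mean or all-replicate condition met, but not both; inactive = mean below 60% and not all replicates reaching 60%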;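 note: 0% = median plate neutral-control signal and 100% = twice that signal; values of inactives mirror those of a sister screen read the other way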
#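 system = CHO ldlA[mSR-BI] cells, LDL receptor-null, SR-BI overexpressing | medium = Ham's F12 with 0.5% BSA, HEPES 25 mM, pH 7.4 | probe or stimulus = DiI-HDL 10 µg/mL | compound dosing = single-point compound dose | incubation = compound exposure 3 h, 37 °C | technique = DiI fluorescence, bottom read | read-out = cell-associated DiI fluorescence as measure of HDL uptake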
# Keap1 Nrf2 FP = Keap1-Nrf2 protein-protein interaction inhibitors, primary screen, biochemical, fluorescence polarization, single point; Kelch-like ECH-associated protein 1 (Homo sapiens), Q14145; Keap1 Kelch-Nrf2 peptide fluorescence polarization, 1536-well; inhibition, % at 9.4 µM; 340,000 tested, 0.15% active; AID 504523, 2011; in the data active = inhibition above about 12%; inconclusive = no clear call, values can overlap the other calls; inactive = below about 7.3%;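 note: human Keap1 Kelch domain with fluorescein labeled Nrf2 9mer peptide probe; 0% = neutral control wells and 100% = peptide positive control; higher means more block of Keap1 binding to Nrf2 peptide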
# Target sequence (Q14145 whole entry, looked up, the tested form may be a part): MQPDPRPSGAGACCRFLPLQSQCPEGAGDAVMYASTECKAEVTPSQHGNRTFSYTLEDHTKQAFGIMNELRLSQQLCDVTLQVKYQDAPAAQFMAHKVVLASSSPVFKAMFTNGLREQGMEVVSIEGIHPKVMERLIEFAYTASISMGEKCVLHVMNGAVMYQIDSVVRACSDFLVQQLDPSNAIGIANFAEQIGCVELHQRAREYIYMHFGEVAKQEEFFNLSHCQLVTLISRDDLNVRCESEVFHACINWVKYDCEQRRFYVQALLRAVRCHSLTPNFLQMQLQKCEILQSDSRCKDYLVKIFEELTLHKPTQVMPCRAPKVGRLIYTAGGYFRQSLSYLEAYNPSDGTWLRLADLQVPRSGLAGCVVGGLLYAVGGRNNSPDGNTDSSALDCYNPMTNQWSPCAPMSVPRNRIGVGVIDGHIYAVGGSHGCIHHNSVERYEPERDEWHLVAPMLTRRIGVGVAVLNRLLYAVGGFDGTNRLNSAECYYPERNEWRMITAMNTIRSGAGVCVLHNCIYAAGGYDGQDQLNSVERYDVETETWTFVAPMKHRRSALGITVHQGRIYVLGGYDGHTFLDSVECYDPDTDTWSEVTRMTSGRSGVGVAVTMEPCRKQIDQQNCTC
# DAGLB inhibitor = DAGLB lipase inhibitors, primary screen, biochemical, fluorescence, HTS | HEK293T DAGLB membrane lysate, EnzChek fluorogenic substrate | inhibition, % at 5.17 µM | 340,000 tested, 0.059% active | Diacylglycerol lipase-beta (Homo sapiens), Q8NCG7; in the data active = inhibition above about 34%;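 note: 0% = enzyme with vehicle and 100% = wells lacking enzyme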
# An asterisk follows results filed as active; ? = inconclusive; / = not tested or not shown. The order is random (roughly 2.1% active in at least one column).
SMILES,PKA-R2B act,Arr AP2 block,NSD2 inh,LANA DNA inh,PvdQ acylase,SR-BI DiI inh,Cardiac RTF inh,SR-BI DiI-HDL act,Keap1 Nrf2 FP,DAGLB inhibitor
NS(=O)(=O)c1ccc(CCNc2ccnc3cc(Cl)ccc23)cc1,-8,-10,2,-0.8,-4,/,-3,/,4,1
Cc1ccc(N(C(=O)c2snc(C(N)=O)c2N)C(C(=O)NCC2CCCO2)c2ccc3ncccc3c2)cc1 (configuration not stated),-6,10,-6,-2.9,-9,-1,4,1,-3,-1
CCOc1ccc(C(=O)Nc2c3c(nn2C(C)(C)C)CSC3)cc1OCC,-2,-5,5,1.1,-17,75*,-4,-75,-3,-7
O=C(CSc1nc2ccccc2c(=O)n1Cc1ccc(Cl)cc1)NCc1cccs1,1,2,-1,1.6,-9,15,-8,-15,-1,-1
COc1ccc(/C=C2\C(=O)NCC(=O)N2C)cc1,11,-202,-2,-0.2,-16,3,-7,-3,-1,-3
COc1ccc([C@@H]2[C@@H]3C(=O)N(C(C)(C)C)C(=O)[C@@H]3[C@]3(Cc4ccc(Cl)cc4)C(=O)N(c4cccc(Br)c4)C(=O)N23)cc1,-14,-3,/,-2.2,-15,-1,-4,1,-5,-2
COc1ccc(-c2cc3cccc(OC)c3oc2=O)cc1,-10,3,-7,0.0,?,22,-12,-22,-8,-7
COc1cccc(NC(=O)[C@H](Cc2ccccc2)NC(=O)[C@@H]2Cc3ccccc3CN2)c1,4,3,8,0.2,-8,4,-9,-4,-2,2
CC1CCc2cc(F)ccc2N1S(=O)(=O)c1ccc(F)cc1 (configuration not stated),-8,-2,-6,0.1,-7,13,1,-13,0,-8
CCC(=O)c1ccccc1OCCCCn1cncn1,2,42,-3,-1.2,5,-8,0,8,-1,-3
c1ccn2c(c1)nc1c2nc2ccccn21,-8,-6,0,1.3,-14,-7,-9,7,-4,-2
O=C(c1cn(CC2CCCCC2)nn1)N1CCN(c2ccc(F)cc2)CC1,-4,-1,-4,0.0,-11,-16,-5,16,-6,0
COC(=O)c1sc(S(=O)(=O)N2CCN(CCO)CC2)c(C(=O)OC)c1C,-1,-19,4,0.7,-8,-13,-2,13,-1,-1
COc1cccc(NC(=O)COC(=O)c2ccccc2SCC(=O)N2CCCC2)c1,-9,26,1,-0.8,4,-3,0,3,5,-2
C/C(=C\c1cccc(Cl)c1Cl)C(=O)c1c(C)cc(C)[nH]c1=O,-9,-3,3,-0.8,-2,-1,-5,1,-2,3
Cc1ccc(S(=O)(=O)N2CCc3ccccc3C2CN2C(=O)c3ccccc3C2=O)cc1 (configuration not stated),-2,-9,1,-0.8,-12,-27,-3,27,-2,-6
Cc1ccccc1-n1c(N)c(C(=O)Nc2ccc(F)cc2)sc1=S,-11,13,-4,19,7,25,-5,-25,5,-2
CCOC(=O)c1[nH]c(C)c(/C=N/O)c1C,-6,18,/,0.1,5,11,-4,-11,-2,-2
CCCCCn1c(N2CCC(Cc3ccccc3)CC2)nc2c1c(=O)[nH]c(=O)n2C,-7,6,/,-1.1,-16,-11,-9,11,-1,6
CCC1CCCCN1Cc1c(O)ccc2c(=O)c(-c3ccccc3OC)coc12 (configuration not stated),-6,-10,0,-0.5,-7,4,0,-4,-2,-1
O=C(COc1ccccc1)N1CCCC1,1,7,-7,-0.5,-15,-34,-10,34,0,-2
COc1ccc(/C=C2\CCc3ccccc3C2=O)cc1OC,0,12,10,-1.0,-7,18,1,-18,-2,-4
Cc1ccc(-n2c(SCC(=O)NCCN3C(=O)CSC3=O)nnc2-c2ccccc2F)cc1,2,-14,6,-2.1,-2,-19,5,19,-2,-1
CN(CC(=O)Nc1cccc(F)c1)C(=O)c1ccc2c(=O)n3c(nc2c1)CCC3,0,32,0,-0.5,-8,-17,-20,17,5,2
CC1CCN(C(=O)C(C)c2ccc([N+](=O)[O-])cc2)CC1 (configuration not stated),9,-1,-4,-2.4,-13,-20,0,20,-3,0
CC(=O)Nc1cccc(NC(=O)CSc2nc3c(c(=O)n(C)c(=O)n3C)n2C)c1,-5,-4,-2,0.2,-12,-6,-8,6,-3,1
Cc1c(C(N)=O)sc2ncn(CC(=O)N(C)C3CCCCC3)c(=O)c12,3,-11,/,-0.2,-24,-8,-1,8,-6,-2
O=C(/C=C\Nc1ccc(S(=O)(=O)Nc2ncccn2)cc1)c1cccc2ccccc12,-5,3,22,-2.8,3,-1,8,1,-1,4
COc1ccc(C(c2sc3ncnn3c2O)N2CCN(c3ccccc3F)CC2)cc1OC (configuration not stated),7,16,/,0.7,-47,-18,-5,18,-2,-4
C/C(=N\O)C(=O)NCc1ccncc1,-8,1,0,-0.5,-8,-1,0,1,-3,0
O=C(O)CCc1ccc(-c2ccc(F)cc2)n1NC(=O)c1ccco1,0,2,2,3.0,6,-8,-20,8,5,1
CSc1nnc(-c2sccc2OCc2ccccc2)n1C,-1,8,0,-0.9,10,16,0,-16,0,2
Cc1ccc(CSCC(=O)N2CCN(Cc3ccc4c(c3)OCO4)CC2)cc1,-11,2,0,3.0,-10,7,-4,-7,-3,-1
O=C(CSc1nc2c([nH]c3ccccc32)c(=O)n1-c1ccccc1F)NCC1CCCO1 (configuration not stated),4,27,0,-0.4,2,12,-5,-12,6,2
O=C(c1cc(-c2ccc(O)cc2)on1)N1CCOCC1,-12,-7,-1,0.3,-14,-15,-7,15,-2,1
Cc1[nH]n(-c2ccc([N+](=O)[O-])cc2)c(=O)c1C=NCCN1CCN(C(=O)c2ccc(F)cc2)CC1,1,3,-4,0.6,-11,9,-12,-9,-3,-2
COc1ccc(CCNC(=O)C2CCCN(S(=O)(=O)c3ccc(F)cc3)C2)cc1OC (configuration not stated),-11,-5,33,0.3,3,15,-1,-15,-4,0
CCn1c(/C=C/c2c[nH]c3ccccc23)nc2ccccc2c1=O,7,-9,-3,0.5,0,21,-4,-21,0,2
O=C(O/N=C(\c1ccccc1)c1ccncc1)c1ccccc1Cl,-7,-13,-3,-1.5,24,7,3,-7,-4,-4
O=C(/C=C/c1ccccc1[N+](=O)[O-])Nc1ccccc1,-7,4,-2,-0.4,-11,3,3,-3,-4,0
CN(CC(=O)NC(=O)NCc1ccccc1)CC(=O)Nc1ccc(Cl)c(C(F)(F)F)c1,-2,25,1,0.6,4,-3,-1,3,-1,-2
COCCNC(=O)c1onc(CSc2ccc(Cl)cc2)c1C(=O)O,-6,3,/,-0.1,-17,-24,-1,24,-2,1
O=C1CSC(c2ccccc2[N+](=O)[O-])N1c1ccccc1 (configuration not stated),-3,-7,0,0.9,-4,-5,3,5,1,0
CCc1cc(OCCN(C)C)ccc1Cl,-3,25,3,-0.5,4,-5,-8,5,1,-1
Cc1cc(CNC(=O)COc2ccccc2F)c2ccccc2n1,-3,-6,-2,0.7,-4,7,5,-7,-1,-1
COC(=O)c1c(NC(=O)C(=O)N2CCCC2)sc2c1CC(C)(C)OC2,-2,1,-5,1.1,-5,/,4,/,-4,0
CC(C)N(C(=O)COC(=O)c1ccc([N+](=O)[O-])cc1)c1ccccc1,-4,6,-2,-0.5,-7,6,-8,-6,0,4
O=C(CSc1nc2ccccc2s1)NCCOc1ccc(Cl)cc1,1,-7,0,-1.1,-3,-6,-2,6,-4,-4
CC(Oc1ccc([N+](=O)[O-])cc1Cl)C(=O)Nc1ccc(C(N)=O)cc1 (configuration not stated),/,-5,-1,-1.4,-13,7,/,-7,0,/
COC(=O)c1sc(NC(=S)NC(=O)c2cccc(Br)c2)nc1C,-1,6,1,1.0,-8,/,-3,/,-7,-1
Cc1nn(CC(=O)NCC(C)c2ccccc2)c(=O)c2cc3occc3n12 (configuration not stated),-4,0,-2,-0.5,-13,9,-3,-9,-1,4
COc1cc(OC)c2c(-c3ccccc3)cc(=O)oc2c1C(CC(=O)N1CCN(c2ccccc2)CC1)c1ccc(N(C)C)cc1 (configuration not stated),6,2,/,-1.9,-8,-7,-10,7,-7,4
O=C(CSc1n[nH]c(-c2cccnc2)n1)Nc1ccc(Cl)cc1,2,-11,0,2.2,-19,-22,-1,22,-4,2
CC1CN(C(=O)COC(=O)c2cc(Cl)ccc2[N+](=O)[O-])CC(C)O1 (configuration not stated),2,-1,-3,1.5,-15,/,-10,/,-2,2
COC(=O)C1CC(O)CN1S(=O)(=O)c1ccc2ccccc2c1 (configuration not stated),-7,30,4,0.1,-5,-26,-9,26,-1,-4
C[C@@H]1COC(=O)[C@H](Cc2ccc(F)cc2)CC/C=C/C[C@@H](CC(=O)N[C@H](CO)Cc2ccccc2)C(=O)N1,5,-7,/,-1.1,-18,1,-16,-1,-2,-2
O=C(Nc1cccc(S(=O)(=O)N2CCCCC2)c1)C1CCN(C(=O)c2ccc(Cl)cc2)CC1,-6,-20,1,-0.5,1,27,-7,-27,0,-2
O=C(c1ccco1)N1C(=O)c2cccc3c(S(=O)(=O)N4CCCC4)ccc1c23,8,26,2,0.0,1,-1,-1,1,3,-2
Cc1ccc2cccc(OCCOCCOc3ccccc3Br)c2n1,-2,5,/,0.4,-7,-9,-5,9,-2,-5
COc1ccc(C(C(=O)NC(C)(C)C)N(Cc2ccc(F)cc2)C(=O)CCC(=O)Nc2cc(C)on2)cc1 (configuration not stated),-8,29,10,2.0,-2,-19,-11,19,7,0

# Screening results: PubChem BioAssay, several laboratories
